Compound activity from PubChem.
C8 TRAIL sens = sensitizes caspase-8 expressing cells to TRAIL; NB7+C8 cells + TRAIL, ATPlite viability luminescence; inhibition (viability loss, TRAIL sensitization), % at 10 µM; 360,000 tested, 1% active;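 active = compounds causing at least 50% loss of cell viability in the single-dose screen, relative to plate controls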
CF NFkB inh = cystic fibrosis NF-kB activation inhibition. KKLEB NF-kB-GFP reporter, PAF-induced, GFP fluorescence overnight. inhibition, % at 5 µM. 360,000 tested, 0.86% active;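 active = at least 50% inhibition at 5 µM, scaled per plate between neutral and stimulator controls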;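 also: PAF is a Pseudomonas aeruginosa culture filtrate used as stimulus; plate controls were PAF-stimulated DMSO wells for no effect and unstimulated DMSO wells for full effect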
NR2E3 ag-1 = NR2E3 (human) agonism; AID 2300; GST-NR2E3/biotin-RetCOR TR-FRET, 1536-well; 320,000 tested, 0.12% active; inhibition of corepressor binding, % at 4.78 µM; Q9Y5X4;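 active = percent inhibition above the cutoff of mean plus 3 SD of all tested compounds, set per screening campaign, cut at about 20% in these data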;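 also: 0% = DMSO wells and 100% = biotin wells as full block of FRET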
Target sequence (Q9Y5X4 whole entry, looked up): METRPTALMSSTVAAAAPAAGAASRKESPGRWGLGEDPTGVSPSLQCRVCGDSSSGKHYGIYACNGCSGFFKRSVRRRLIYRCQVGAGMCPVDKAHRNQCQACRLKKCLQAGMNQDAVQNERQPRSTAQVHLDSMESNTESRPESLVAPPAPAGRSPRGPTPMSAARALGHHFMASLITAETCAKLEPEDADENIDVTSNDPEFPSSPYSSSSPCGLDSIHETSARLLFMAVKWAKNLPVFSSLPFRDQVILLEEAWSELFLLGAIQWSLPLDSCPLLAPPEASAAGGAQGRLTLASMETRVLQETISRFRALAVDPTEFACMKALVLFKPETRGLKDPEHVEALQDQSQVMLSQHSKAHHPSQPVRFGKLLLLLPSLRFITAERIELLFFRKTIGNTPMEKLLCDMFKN
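Assay system: NR2E3–RetCOR corepressor complex. Quantity: 1.35 nM GST-NR2E3. Buffer or medium: pH 7.5 Tris-based buffer. Reagent: biotinylated RetCOR corepressor at 7 nM final. Schedule: 5 h at 4 °C. Detection: TR-FRET, emission read at 617 and 671 nm. Replicates: one well per compound, singlicate testing.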
TRPM1 prom inh = inhibitors of MITF-driven TRPM1 promoter in melanoma cells | SK-MEL-5 TRPM1 promoter luciferase, 24 h | inhibition, % at 12.5 µM | 330,000 tested, 0.83% active | AID 488899;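 active = mean inhibition across replicates of 60% or more, whatever share of single replicates reaches that level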; also: values of inactives mirror those of a sister screen read the other way
HIF-2a inh = HIF-2a inhibition | 360,000 tested, 0.72% active | inhibition, % at 18.8 µM | 786-0 RCC cells HIF-2a reporter, luciferase luminescence, overnight;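 active = inhibition of the luminescence signal of 40% or more relative to plate controls, in a single-dose primary screen at 18.75 µM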
iPSC survival up = enhancers of human iPSC single-cell survival; hiPSC single-cell survival, ATPlite luminescence; 100% = ROCK inhibitor wells, 0% = DMSO; survival enhancement, % at 20 µM; 360,000 tested, 0.044% active; in the data active = survival enhancement above about 18%;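 also: cells exposed to compounds for 16 hours before the ATP read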
Peg3 prom inh = inhibitors of Peg3 promoter; 360,000 tested, 1.7% active; HeLa PEG-Prom luciferase reporter, luminescence, overnight; inhibition, % at 20 µM;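 active = inhibition of at least 50% at 20 µM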
LMP1 NFkB inh = inhibitors of Epstein-Barr LMP1-induced NF-kappaB reporter. LMP1-induced NF-kappaB luciferase reporter cells, luminescence. inhibition, % at 12.5 µM. 350,000 tested, 0.69% active. AID 504558; in the data active = inhibition above about 41%;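 also: 0% = neutral control wells and 100% = reference inhibitor control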
KKLEB tox = CF airway cell cytotoxicity counter-screen; activity change (cytotoxicity), % at 5 µM; 360,000 tested, 0.36% active; AID 602141; KKLEB CF airway cells viability, ATPlite luminescence, overnight; stronger effect = lower value; cells stimulated with P. aeruginosa culture filtrate;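 active = corrected activity change at or below -50% at 5 µM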
Shn3 inh set2 = Schnurri-3 reporter inhibition in Clone20 osteoblasts; inhibition, % at 12.5 µM; Clone20 osteoblast Shn3 3'UTR firefly luciferase, 24 h; 360,000 tested, 0.52% active;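 active = mean inhibition of at least 75% with every replicate also reaching 75%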;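 also: 0% = median of neutral control wells and 100% = pilot-screen positive control compound; some compounds past the cut are filed as inactive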
NR2E3 ag-2 = activates human NR2E3 receptor | Q9Y5X4 | CHO-S Gal4-NCOR/VP16-NR2E3 two-hybrid, luciferase | inhibition of corepressor binding, % at 3.98 µM | 360,000 tested, 0.35% active | AID 602229;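 active = inhibition above the mean of all tested compounds plus 3 SD, cut at about 70% in these data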;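 also: 0% = DMSO with NR2E3 transfected cells and 100% = cells lacking NR2E3 construct; higher means lower luciferase signal from less NR2E3 corepressor binding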
Starred values were filed as active, the others as inactive; . = no result given. Only part of the results is shown; the hit share may differ from the screen's.

Each structure is followed by: C8 TRAIL sens, CF NFkB inh, NR2E3 ag-1, TRPM1 prom inh, HIF-2a inh, iPSC survival up, Peg3 prom inh, LMP1 NFkB inh, KKLEB tox, Shn3 inh set2, NR2E3 ag-2
1: C=CCn1c(O)c(C(C)=NCCC(c2ccccc2)c2ccccc2)c(=O)[nH]c1=O
    7, -11, 0, -19, 12, 0.7, 14, 16, -2, -2, -22
2: CN1C(=O)N(C)C(=O)C(CCc2ccncc2)(CCc2ccncc2)C1=O
    0, 4, 5, -8, 14, -1.2, 15, -2, 0, 0, -1
3: CCC(=O)OC(Cc1ccccc1)(c1ccccc1)C(C)CN(C)C (stereo unspecified)
    10, 2, ., -10, -5, 1.4, -12, 1, 10, 18, -19
4: CC1(C)OC(c2ccccc2)=C/C(=C/C=C2C(=O)NC(=O)NC2=O)O1
    5, 1, 3, 6, 14, 0.1, -8, 4, -1, 23, 19
5: COc1cccc(C(c2nnnn2C(C)(C)C)N2CCC3(CC2)C(=O)NCN3c2ccccc2)c1OC (stereo unspecified)
    -6, -16, ., ., 22, 4.2, 15, ., 6, -1, -11
6: COC(=O)c1ccc(CN2CCN(Cc3ccccc3)CC2)cc1
    16, 11, -2, 8, 6, -0.5, 5, -1, -3, -7, 17
7: Cc1cnc(NC(=O)CN2CCCCC2)s1
    0, -31, 3, 7, 9, 0.2, -11, -10, 11, -12, -28
8: Cc1cc(C(=O)N2CCC3(CC2)OCCO3)no1
    -18, 4, 1, -3, 12, -0.2, -14, -4, -10, -1, -1
9: Cc1c(C(=O)N2CCC3(CC2)OCCO3)oc2ccccc12
    -17, -1, 0, -9, -14, -2.2, -3, 5, -4, 1, 7
10: Cc1ccccc1-n1c(-c2ccco2)nc2ccccc2c1=O
    1, 3, -1, 3, 10, -2.7, -4, -3, -3, 17, 12
11: O=[N+]([O-])c1ccc(N(CCO)CCO)c2c1no[n+]2[O-]
    42, 0, ., ., 51*, -5.8, 99*, 27, -44, 52, 76*
12: C=CC1CN2CCC1CC2c1[nH]c2ccccc2c1CCO (stereo unspecified)
    -1, -15, 2, 10, 5, -2.5, 3, 7, 8, 22, 4
13: CN(C)C(=O)Oc1ccc2oc(=O)cc(-c3cc4ccccc4o3)c2c1
    -4, -10, 0, 4, -9, 1.3, 33, 5, 7, -2, -17
14: O=C(CNC(=O)c1ccc(Cl)cc1)Nc1ccc(Br)cc1C(=O)c1ccccc1
    4, 2, 3, -2, 29, -0.8, 31, 8, -4, 10, 13
15: Cc1cc(OCC(=O)N2CCC(C(=O)NCC(C)C)CC2)c2c3c(c(=O)oc2c1)CCCC3
    20, 0, -1, 27, 10, -0.5, 37, 9, 1, -7, 8
16: Cc1ccc(/C=C2\C(=O)NC(=O)N(CCc3ccc(F)cc3)C2=O)s1
    -7, 2, -2, 11, 1, -0.2, 19, 5, 9, -12, -51
17: O=C1C2CCCN2C(c2cccs2)N1c1ccccn1 (stereo unspecified)
    4, -16, 2, 5, 13, 0.4, -5, -6, 4, 3, -13
18: C=CCNC(=O)c1c(N)n(Cc2ccco2)c2nc3ccccc3nc12
    -3, -38, -3, 16, 16, 0.1, 14, -2, -9, 10, -37
19: CC1=C2C(=O)C3C(CC=C4CC(O)CCC43C)C2CCC12OC1CC(C)CNC1C2C (stereo unspecified)
    -2, -5, ., -2, 0, -0.6, -6, 10, -3, -7, 13
20: COc1ccc(C(CC(=O)N2CCC3(CC2)OCCO3)NS(=O)(=O)c2ccc(C)cc2)cc1 (stereo unspecified)
    -2, -22, 3, -6, 0, 1.3, 15, 0, 18, 7, -6

Part of the list above, as labelled records:
11) O=[N+]([O-])c1ccc(N(CCO)CCO)c2c1no[n+]2[O-]
- C8 TRAIL sens: 42
- CF NFkB inh: 0
- NR2E3 ag-1: .
- TRPM1 prom inh: .
- HIF-2a inh: 51*
- iPSC survival up: -5.8
- Peg3 prom inh: 99*
- LMP1 NFkB inh: 27
- KKLEB tox: -44
- Shn3 inh set2: 52
- NR2E3 ag-2: 76*
12) C=CC1CN2CCC1CC2c1[nH]c2ccccc2c1CCO (stereo unspecified)
- C8 TRAIL sens: -1
- CF NFkB inh: -15
- NR2E3 ag-1: 2
- TRPM1 prom inh: 10
- HIF-2a inh: 5
- iPSC survival up: -2.5
- Peg3 prom inh: 3
- LMP1 NFkB inh: 7
- KKLEB tox: 8
- Shn3 inh set2: 22
- NR2E3 ag-2: 4

In the list so far, two have a thiophene ring, fused or not.
Each structure is followed by: C8 TRAIL sens, CF NFkB inh, NR2E3 ag-1, TRPM1 prom inh, HIF-2a inh, iPSC survival up, Peg3 prom inh, LMP1 NFkB inh, KKLEB tox, Shn3 inh set2, NR2E3 ag-2
16: Cc1ccc(/C=C2\C(=O)NC(=O)N(CCc3ccc(F)cc3)C2=O)s1
    -7, 2, -2, 11, 1, -0.2, 19, 5, 9, -12, -51
17: O=C1C2CCCN2C(c2cccs2)N1c1ccccn1 (stereo unspecified)
    4, -16, 2, 5, 13, 0.4, -5, -6, 4, 3, -13

(more compounds)
Each structure is followed by: C8 TRAIL sens, CF NFkB inh, NR2E3 ag-1, TRPM1 prom inh, HIF-2a inh, iPSC survival up, Peg3 prom inh, LMP1 NFkB inh, KKLEB tox, Shn3 inh set2, NR2E3 ag-2
21: CCOC(=O)CNC(=O)CNC(=O)C(Cc1ccc(N(CCCl)CCCl)cc1)NC(C)=O (stereo unspecified)
    -16, 8, -2, 5, -3, 1.2, -3, 36, 8, -10, 21
22: CC(=O)c1ccc(OC(=O)N(C)c2ccccc2)cc1
    -1, -4, 0, -32, -157, 1.0, -125, 2, 5, -32, -75
23: Cc1cccc(-n2c(O)c(C=NCCCN3CCOCC3)c(=O)[nH]c2=O)c1C
    22, 18, -2, 8, 2, 5.3, 19, 0, 0, 2, 5
24: O=C(CN1CCN(Cc2ccc(Cl)cc2)C1=O)N1CCC2(CC1)OCCO2
    -5, 6, -2, 3, 27, 9.9, 3, 5, 3, 10, -4
25: O=C(Cc1ccccc1)N1CCN(C2CCCC2)CC1
    19, 8, -1, 4, -5, -0.6, 9, 5, -20, -1, -20
26: CC(C)N1C(=O)CCC1C(=O)N1CCC2(CC1)OCCO2 (stereo unspecified)
    -17, 3, 4, 12, 17, 0.3, 14, -3, 12, 41, 3
27: COc1ccc(OC)c(CN2CCCC(C(=O)c3sccc3C)C2)c1 (stereo unspecified)
    -4, 16, -4, 10, 15, -0.5, 11, -1, -8, ., -13
28: COc1ccc(/C=N/N=C(/N)N[N+](=O)[O-])c(OC)c1
    -8, -1, -4, -3, -94, -1.4, -45, 0, 3, -25, -16
29: OC1(c2ccccc2F)CC2CCC(C1)N2CCN1CCOCC1 (stereo unspecified)
    8, 2, 3, 2, 14, 3.9, 8, -4, 0, -6, 0
30: CCOc1ccc(N=C2SCCCN2C)cc1
    -2, -4, 2, -8, 2, -0.7, 9, -8, -9, -24, -30
31: CC1=Nc2ccccc2/C1=C/c1c(O)n(C)c(=O)[nH]c1=O
    3, -38, -2, 1, 10, -0.6, -3, -4, -1, -4, -38
32: O=C(O)C1(Br)CC12c1ccccc1-c1ccccc12 (stereo unspecified)
    -3, -4, ., -2, 14, 0.2, -3, 3, 6, 7, -16
33: C=CCn1c(O)c(C=Nc2c(C)n(C)n(-c3ccccc3)c2=O)c(=O)[nH]c1=O
    -3, 6, -1, 17, 18, 0.1, 7, -1, 17, -11, -6
34: COc1ccccc1CNC(=O)CCC(=O)N1C[C@H]2C[C@@H](C1)c1cccc(=O)n1C2
    3, 7, -1, 9, 1, 3.3, 10, 3, 1, -1, -23
35: CCN(c1ccc(C(O)(C(=O)OC)C(F)(F)F)cc1)S(=O)(=O)c1ccccc1 (stereo unspecified)
    13, 9, 2, 0, 2, -1.0, 5, -5, -3, 8, -9
36: C[C@]12CCC3C(CC[C@H]4C[C@@H](O)CC[C@]34C)C1CC[C@@H]2O (stereo partly specified)
    0, 12, ., 6, 5, -2.4, 0, 1, -15, 3, 19
37: CCOP(=O)(OCC)c1ccc(O)cc1
    -1, -1, 1, 9, 15, 0.6, 10, -5, 12, -7, -10
38: O=C1NC(=O)C2(C(=O)N1)C(c1ccc(F)cc1)NC(=S)NC2c1ccc(F)cc1 (stereo unspecified)
    -16, -4, 1, -3, 13, -1.1, 18, 8, -7, -57, 0
39: CC1CC(C)(O)CC(C(O)CC2CC(=O)NC(=O)C2)C1=O (stereo unspecified)
    23, 91*, ., 67*, 55*, -3.2, 96*, 90*, 0, 94*, 100*
40: COc1ccc2c(c1)c(C(=O)O)c(C)n2C(C)C
    -13, 10, -1, 1, 9, -0.2, -4, 8, -8, 4, -12
41: CC(=O)c1ccc(NC(=O)N2C[C@H]3C[C@@H](C2)c2cccc(=O)n2C3)cc1
    3, -10, 2, 1, 12, 1.3, -5, -3, 12, -3, -15
42: O=c1c2ccccc2nc(-c2ccc([N+](=O)[O-])cc2)n1-c1ccccc1
    -14, -10, 0, -9, 17, 2.4, 6, 4, 7, -5, -1
43: COc1ccc(C2CC(c3c(O)n(CCc4ccccc4)c(=O)[nH]c3=O)=NN2)cc1OC (stereo unspecified)
    25, 4, -1, 11, 11, -0.5, -5, 1, -4, -11, -10
44: COCCn1c(O)c(/C=N/NC(=O)CSC(=S)N2CCCC2)c(=O)[nH]c1=S
    -11, -4, 1, 1, 10, -2.3, 6, -6, 17, -10, -1
45: O=C(O)C(Cc1cnc[nH]1)NS(=O)(=O)c1ccc(Cl)cc1 (stereo unspecified)
    -2, -9, 2, 14, 1, 0.2, 15, 8, -6, -9, 5
46: Cc1cc(N=Nc2ccccc2C)ccc1N
    25, -37, -1, -29, -362, -0.5, -339, -26, 4, -50, .
47: CN1C(=O)C(=Cc2ccc(N3CCOCC3)o2)C(=O)N(C)C1=S
    1, -15, 0, 10, -35, -1.2, -14, -8, 6, 7, -23
48: COC(=O)C1=C(c2ccc(F)cc2OCc2ccccc2)C[C@@H]2CC[C@H]1N2C(=O)NC1CC1
    -2, -4, -2, -8, -37, -3.0, -25, -5, -2, -5, -29
49: CC(=O)C1C2c3ccccc3O[C@@]1(C)N=c1s/c(=C/c3ccoc3)c(=O)n12 (stereo partly specified)
    -8, 5, -3, 10, 27, -1.0, 22, -9, -8, 22, 4
50: O=C(O)CCn1cc(C=C2C(=O)NC(=S)NC2=O)c(-c2ccccc2)n1
    -2, 11, 1, -2, 4, 0.5, 4, -1, 5, -12, -30
51: CN1C(=O)CCC2(C)C1=CCC1C2CCC2(C)C1CCC2(C)O (stereo unspecified)
    2, -1, ., -3, 14, 2.0, -3, -1, -5, 48, -11
52: CCN(CC)CC(O)c1ccc(C2CCCC2)cc1 (stereo unspecified)
    9, 25, -3, 0, 14, 3.7, -6, -2, -4, 4, -2
